AddAB inh – less growth of phage-infected E. coli with AddAB; 330,000 compounds, 0.29% hits; AID 435030; E. coli expressing H. pylori AddAB, absorbance growth; inhibition, % at 11.9 µM; in the data active means inhibition above about 12%;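 further: 0% = vehicle wells of infected cells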
MITF act – activators of MITF-driven TRPM1 promoter activity in SK-MEL-5 cells; AID 588334; 300,000 compounds, 0.75% hits; SK-MEL-5 TRPM1-promoter luciferase, 24 h; % of positive control, neutral wells = 0; activation, % at 12.5 µM;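 active means mean activation of at least 80% with every replicate also reaching 80%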;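 further: 0% = neutral control wells and 100% = parthenolide positive control wells; values of inactives mirror those of a sister screen read the other way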
SR-BI DiI-HDL act – SR-BI HDL lipid transfer activation. CHO ldlA[mSR-BI] cells, DiI-HDL uptake fluorescence, 3 h; 100 = double the neutral-control signal. 320,000 compounds, 0.096% hits. AID 504775. activation, % at 12.5 µM;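 active means mean replicate activation of at least 60% and every replicate at or above 60%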;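 further: 0% = median plate neutral-control signal and 100% = twice that signal; values of inactives mirror those of a sister screen read the other way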
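material = CHO ldlA[mSR-BI] cells | medium = Ham's F12 with 0.5% BSA, HEPES 25 mM, pH 7.4 | reagent = fluorescent DiI-HDL, 10 µg/mL final | compound dosing = single-point compound dose | incubation = 3 h, 37 °C | measured by = bottom-read fluorescence, 550/595 nm | measure = HDL uptake via cellular fluorescence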
CAL PDZ FP-1 – blocks peptide binding to the human CAL PDZ domain. inhibition, % at 24.9 µM. Q9HD26. 300,000 compounds, 0.92% hits. purified CAL PDZ, TMR-peptide fluorescence polarization, 1 h. AID 602252;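 active means mean inhibition of at least 30% with at least half of replicates also reaching 30%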;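 further: 0% = DMSO neutral control and 100% = excess unlabeled competitor peptide PRC23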
Ecoli viability – counter-screen for AddAB inhibitors: E. coli growth inhibition | E. coli V3065 growth, OD600 absorbance, 18 h | inhibition, % at 11.9 µM | 330,000 compounds, 0.27% hits;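 active means inhibition above the campaign's mean inhibition across all tested compounds plus 3 SD, cut at about 9.9% in these data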;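 further: uninfected addAB+ strain grown without phage in ampicillin broth; 0% = DMSO wells and 100% = ciprofloxacin 0.95 µg/ml wells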
CAL PDZ FP-2 – blocks peptide binding to human CAL PDZ domain; purified CAL PDZ, TMR-peptide fluorescence polarization, 1 h; Q9HD26; inhibition, % at 20 µM; 330,000 compounds, 0.02% hits; AID 504414;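 active means highest replicate inhibition of at least 40%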;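 further: plate controls were DMSO neutral control wells for no effect and unlabeled competitor peptide control wells for full effect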
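Test system: tagged CAL PDZ domain / Buffer or medium: sodium phosphate/NaCl buffer pH 7.4 with TCEP, IgG, Thesit / Reagent: TMR-labelled reporter peptide T*-PRC34 bound in PDZ groove / Compound dosing: single point, 20 µM / Schedule: 1 h incubation at room temperature before polarization reading / Technique: fluorescence polarization (mP) / Benchmarks: unlabelled peptide, DMSO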
Wnt bcat act – Wnt/beta-catenin pathway activation; Wnt/beta-catenin reporter cell assay, activator, plate reader; activation, % at 9.35 µM; 300,000 compounds, 1.2% hits; in the data active means activation above about 30%, passing the limit was not always enough;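 further: 0% = neutral control wells and 100% = positive control wells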
SR-BI DiI inh – inhibitors of mouse SR-BI mediated HDL lipid uptake. Q61009. ldlA[mSR-BI] CHO cells, DiI-HDL uptake fluorescence, 3 h. 320,000 compounds, 0.96% hits. AID 488896. inhibition, % at 12.5 µM;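 active means mean replicate inhibition of at least 70% and a set share of replicates each scoring 70 or more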;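 further: 0% = median of neutral control wells and 100% = median of positive control wells; values of inactives mirror those of a sister screen read the other way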
Target sequence (Q61009 whole entry, looked up): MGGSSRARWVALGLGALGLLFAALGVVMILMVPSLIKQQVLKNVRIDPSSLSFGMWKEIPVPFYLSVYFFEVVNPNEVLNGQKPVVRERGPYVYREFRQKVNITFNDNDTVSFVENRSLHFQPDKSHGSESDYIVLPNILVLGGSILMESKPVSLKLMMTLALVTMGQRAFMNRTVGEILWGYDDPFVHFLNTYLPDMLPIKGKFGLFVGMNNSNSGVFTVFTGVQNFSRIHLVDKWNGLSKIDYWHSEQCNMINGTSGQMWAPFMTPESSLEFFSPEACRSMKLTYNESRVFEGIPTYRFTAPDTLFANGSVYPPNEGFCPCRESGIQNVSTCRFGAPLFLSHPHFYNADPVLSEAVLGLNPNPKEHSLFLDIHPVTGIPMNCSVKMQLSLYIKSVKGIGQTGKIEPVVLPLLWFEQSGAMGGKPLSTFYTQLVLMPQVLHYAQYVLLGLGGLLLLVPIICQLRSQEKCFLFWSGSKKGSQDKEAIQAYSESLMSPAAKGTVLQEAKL
phage Ecoli inh – E. coli growth loss with phage present; 360,000 compounds, 0.26% hits; growth absorbance; AID 651602; inhibition, % at 11.9 µM; in the data active means inhibition above about 11%
Tat transport – E. coli Tat transport inhibition; inhibition, % at 10 µM; 340,000 compounds, 0.036% hits; E. coli MC4100 TorA-mCherry Tat export, fluorescence;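 active means mean replicate inhibition at least 50% and at least half of replicates individually reaching 50%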;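 further: exported cargo escapes ClpAP degradation while cytoplasmic cargo is degraded and loses fluorescence; 0% = median of neutral control wells and 100% = median of NaSCN control wells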
Starred values were filed as active, the others as inactive; / = no result given; & = joins results of further samples. Random draw from the library. About 3.6% of those tested had a hit in this group.

Start of the listing, in advance:
SMILES	AddAB inh	MITF act	SR-BI DiI-HDL act	CAL PDZ FP-1	Ecoli viability	CAL PDZ FP-2	Wnt bcat act	SR-BI DiI inh	phage Ecoli inh	Tat transport
Cc1ccc(CNC(=O)c2cc(-c3ccccc3)n(Cc3cc(C)no3)n2)cc1	1.3	-3	7	-2	-2.4	-1.4	-2	-7	3.6	12
O=c1cc(-c2ccccc2Cl)oc2c(NS(=O)(=O)c3cc(Cl)cc(Cl)c3O)ccc(O)c12	9.4	-1	-7	-2	3.8	-2.2	/	7	/	-11

Main list, repeating the preview:
SMILES	AddAB inh	MITF act	SR-BI DiI-HDL act	CAL PDZ FP-1	Ecoli viability	CAL PDZ FP-2	Wnt bcat act	SR-BI DiI inh	phage Ecoli inh	Tat transport
Cc1ccc(CNC(=O)c2cc(-c3ccccc3)n(Cc3cc(C)no3)n2)cc1	1.3	-3	7	-2	-2.4	-1.4	-2	-7	3.6	12
O=c1cc(-c2ccccc2Cl)oc2c(NS(=O)(=O)c3cc(Cl)cc(Cl)c3O)ccc(O)c12	9.4	-1	-7	-2	3.8	-2.2	/	7	/	-11
Cc1cccc(OCC(=O)O/N=C(\N)c2ccncc2)c1	4.4	15	/	-4	1.2	-2.3	5	/	0.1	1
COC(=O)CC1C(=O)NCCN1C(=O)CSc1nnnn1-c1ccc(OC)cc1 (centres undefined)	0.9	1	8	7	-0.3	-3.3	-1	-8	1.8	-1
Cc1ccc2nc(-c3ccc(NC(=O)COC(=O)c4ccc([N+](=O)[O-])o4)cc3)sc2c1	0.1	-9	-5	2	-0.4	1.2	10	5	3.2	1
O=C(CSc1ncc(C(F)(F)F)cc1Cl)N1CCN(S(=O)(=O)c2ccc3ccccc3c2)CC1	-1.9	-10	24	/	-1.3	0.3	-5	-24	2.1	5
O=C(Nc1ccccc1F)c1ccccc1C(=O)Nc1ccccc1F	0.5	/	/	/	-1.1	/	1	/	-0.5	/
Cc1cc(C)cc(C(=O)NCC(=O)OCC(=O)NC2CCCc3ccccc32)c1 (centres undefined)	1.8	-3	-5	-4	-1.1	-0.4	0	5	1.7	0
O=C1CC(C2CCCO2)C(=O)N1Cc1ccccc1 (centres undefined)	3.8	3	/	7	-1.1	-0.1	0	/	2.9	-2
CC(C)c1cccc(C(C)C)c1NC(=O)COC(=O)c1ccc(OCC(=O)Nc2cccc(C(F)(F)F)c2)cc1	0.8	-1	-62	-4	-1.5	-3.5	/	62	2.2	14
O=C(COc1ccccc1)Nc1ccc(S(=O)(=O)Nc2ccccn2)cc1	4.1	10	3	-2	-0.9	-2.4	1	-3	-0.1	1
CC(C)CC(c1nnnn1Cc1cccs1)N1CCN(c2nc3ccccc3s2)CC1 (centres undefined)	2.8	-11	-36	-6	0.1	-0.2	-1	36	-0.8	-12
Cc1ccc2nnc(Cl)n2n1	1.2	0	23	-3	-2.0	-0.2	0	-23	0.2	7
CCN(CC)S(=O)(=O)c1ccc(OC)c(NC(=O)CSc2cc(C)ccc2C)c1	4.0	-1	-18	-5	1.0	-1.5	0	18	2.9	-4
CCCc1nnc(SCC(=O)N2CCCC(C)C2)n1CCOC (centres undefined)	1.9	-14	5	/	0.6	-0.5	-1	-5	1.4	2
Cc1nn(-c2ccccc2)c(N)c1C1(O)C(=O)N(C(C)C)c2ccccc21 (centres undefined)	2.0	-2	10	-6	0.6	-0.2	/	-10	3.1	1
Nc1nc(OCc2ccccc2)c2[nH]cnc2n1	-1.3	-17	-5	10	-0.1	-0.1	3	5	-0.2	-9
CCOC(=O)c1nc(Nc2ccc(C(C)=O)cc2)c2ccccc2n1	0.7	/	-24	-5	-1.8	-2.1	-3	24	1.3	-1
CSc1nc2ccc(NC(=O)c3c(F)cccc3F)cc2s1	1.1	78	-15	0	-1.4	-2.3	14	15	1.7	-8
Cn1c(C(=O)NCC2CCCO2)cc2c(=O)n(C)c3ccccc3c21 (centres undefined)	3.0	-7	-16	5	0.2	-3.0	17	16	2.3	-6
O=C(CSc1ccccc1Cl)N1CCC(c2nc3ccccc3s2)CC1	2.9	-9	7	-3	-1.2	-0.5	-1	-7	1.3	12
CCC1(c2ccc(F)cc2)NC(=O)N(CC(=O)Nc2cccc(S(=O)(=O)N3CCCCC3)c2)C1=O (centres undefined)	1.1	-4	-18	-4	-0.9	-1.7	-2	18	-0.2	-2
NC(CO)C(=O)NNCc1ccc(O)c(O)c1O (centres undefined)	9.8	19	-2	6	13*	0.3	-2	2	6.7	2&2
COc1ccc([N+](=O)[O-])cc1NC(=O)Cn1ccsc1=N	3.2	-10	14	-3	0.4	0.4	/	-14	3.4	-7
CCOc1cc(CNS(=O)(=O)c2ccc3c(c2)CC(=O)N3C)cc(OCC)c1OCC	0.9	-3	-15	/	0.1	0.1	-2	15	0.9	6
COc1ccc(C)cc1NCc1cc(=O)oc2cc(-c3ccccc3)c(O)cc12	0.9	34	-25	-3	1.3	-0.9	/	25	2.4	-7
COc1cc(OC)c(C2CC(=O)N3CN(c4ccc(C)cc4)CSC3=C2C#N)cc1OC (centres undefined)	-0.7	56	-6	-1	2.6	0.3	38*	6	0.9	-1
O=C1COc2ccc(S(=O)(=O)NCCc3ccc(Cl)cc3)cc2N1	3.4	-2	15	-3	-1.4	-2.9	-1	-15	3.3	4
Fc1ccc(/C=N/NC(=S)Nc2ccc(Cl)cc2Cl)cc1	-1.1	-12	/	-2	-0.9	-0.4	-7	/	2.2	0
C=CCn1c(=O)c(C#N)cc2c(=O)n3ccccc3nc21	4.3	7	27	-4	0.7	0.6	-1	-27	2.1	7
Cc1ccc(C)c(N=Nc2nc3ccccc3n2C)c1	-2.4	0	-37	1	-4.2	-2.2	/	37	-1.1	-3
COc1ccc(N/C(=N\c2nc(C)cc(C)n2)NC(C)=O)cc1OC	3.6	/	-10	-6	1.8	-0.6	-5	10	3.6	0
Cn1ncc(N=Cc2ccccc2)c1C(=O)Nc1cccc(Cl)c1	-0.2	7	-59	-1	1.1	-0.6	-4	59	4.3	8
CCN(CC(=O)Nc1ccc(NC(C)=O)cc1)C(=O)Cc1coc2cc(C)c(C)cc12	0.8	0	7	-4	-0.7	-3.4	4	-7	-1.3	0
CCOc1ccc(NC(=O)CCNC(=O)c2ccco2)cc1	14*	9	6	57*	8.3	0.5	0	-6	10	-18
CCOc1ccc(N2C(=O)NC(Cc3c[nH]c4ccccc34)C2=O)cc1 (centres undefined)	3.4	5	/	1	0.8	-2.7	-2	/	2.4	-3
COc1cc2c(cc1OC)C(C)N(C(=S)NC(=O)c1ccccc1)CC2 (centres undefined)	-2.3	2	-6	6	-2.5	/	0	6	0.2	-9
CCCCc1ccc(NC(=O)CSc2nc(=O)n(CCN(CC)CC)c3c2CCCC3)cc1	-2.4	-26	8	/	-2.0	-1.6	-20	-8	2.3	16
COc1ccc(/C=C2\Oc3cc(OCC(=O)N4CC(O)C[C@H]4C(=O)O)ccc3C2=O)cc1OC (some centres undefined)	1.0	-6	8	-2	0.2	-1.0	0	-8	2.3	6
O=C(Cc1ncc(C(F)(F)F)cc1Cl)NCc1ccco1	3.8	18	13	/	-1.3	-0.4	0	-13	2.6	-5
Cc1ccc(CSc2nc3ccsc3c(=O)n2Cc2ccccn2)cc1	-0.3	-7	-13	/	1.4	-2.4	-3	13	2.0	9
COc1ccc(CC(=O)O/N=C(\N)c2ccc(Br)cc2)cc1OC	3.9	0	5	-3	1.6	-0.2	-1	-5	0.0	-2
COc1ccc(C(=O)Cc2nnc(C)s2)c(OC)c1	-3.1	39	-12	1	-3.2	-0.5	5	12	1.8	-4
CCN(CC)CCCN=Cc1c(O)n(-c2ccccc2C)c(=O)c2ccccc12	0.7	-6	-10	-4	-0.7	-0.2	0	10	4.2	-5
CC(=O)OCC1(O)CC23CCC4c5ccoc5CCC4(C)C2CCC1C3 (centres undefined)	/	-9	-30	-4	/	-0.9	-2	30	2.4	9
Cc1cc(C)c(S(=O)(=O)c2ccccc2)c(=O)[nH]1	-1.7	6	-7	-2	-0.7	-0.4	0	7	0.3	-3
CCCCn1c(N)c(N(CC)C(=O)CCNC(=O)c2ccc(Cl)cc2)c(=O)[nH]c1=O	-1.4	-6	26	/	-1.3	0.3	0	-26	2.9	0
COc1cc(CN(C)Cc2cc(=O)oc3cc(C)c(Cl)cc23)ccc1OC(F)F	3.9	6	-9	3	0.1	-0.7	-2	9	0.5	2
CCn1ncc(CNC(=O)C2(C)CC2(Br)Br)c1C (centres undefined)	-0.8	-6	22	-2	-1.1	-0.2	-7	-22	3.1	-3
COc1cc(OC)cc(C(=O)NCC(=O)N2CCN(S(=O)(=O)c3ccccc3F)CC2)c1	0.3	-12	-7	-2	-2.2	0.8	2	7	0.8	-8
Cc1cc(NC(=O)CSc2ccccc2)no1	1.3	-1	18	2	0.3	-1.7	/	-18	-0.6	2
O=C(CSc1ccccn1)Nc1ccc(N2CCOCC2)cc1	1.0	13	1	1	0.4	-0.2	-1	-1	1.1	1
O=[N+]([O-])c1ccc(-c2nc(NCc3ccccc3)c3ccccc3n2)cc1	5.5	9	-64	0	2.2	-2.7	-1	64	1.7	2
O=C(NC1CCCCC1)N1CCN(c2ncccn2)CC1	2.9	-6	6	/	0.3	-2.3	/	-6	3.6	13
COc1ccc(N2CCN(C(=O)C3(S(=O)(=O)c4ccc(C)cc4)CC3)CC2)cc1	2.9	-4	2	0	-1.2	0.0	-1	-2	1.3	34
CCOc1ccc(-n2c(C)c(C(C)=O)c(C(C)=O)c2C)cc1	0.3	-2	-13	-2	-1.5	-0.8	/	13	0.6	14
COc1ccc(/C=C2\C(=O)N(Cc3ccc(F)cc3)CC(=O)N2Cc2ccccc2)cc1	1.3	0	-18	0	-0.8	0.4	/	18	2.2	16
CC(C)C[C@H](NC(=O)Nc1ccc2c(c1)OCCO2)C(=O)O	3.3	4	16	-3	2.0	-0.5	2	-16	3.8	-5
COc1cccc(-c2nc(CS(=O)(=O)CC(=O)Nc3ccccc3Br)c(C)o2)c1	1.2	-16	/	0	-6.0	-1.7	0	/	1.2	-10
O=C(N/N=C/c1ccccc1F)c1cccc2ccccc12	-0.1	20	-7	-1	-2.6	-0.7	15	7	1.5	-8
CCOc1ccc(-c2cn3ccccc3n2)cc1	0.5	-15	-22	-3	0.4	-2.4	9	22	0.3	-11
CNC(=O)c1[nH]cnc1C(=O)Nc1ccccn1	1.4	25	10	0	-0.1	-0.6	-1	-10	1.4	5

Ordered by length of the SMILES (lowest first): three of the compounds above.
SMILES	AddAB inh	MITF act	SR-BI DiI-HDL act	CAL PDZ FP-1	Ecoli viability	CAL PDZ FP-2	Wnt bcat act	SR-BI DiI inh	phage Ecoli inh	Tat transport
O=C(NC1CCCCC1)N1CCN(c2ncccn2)CC1	2.9	-6	6	/	0.3	-2.3	/	-6	3.6	13
COc1ccc(N2CCN(C(=O)C3(S(=O)(=O)c4ccc(C)cc4)CC3)CC2)cc1	2.9	-4	2	0	-1.2	0.0	-1	-2	1.3	34
COc1ccc(/C=C2\C(=O)N(Cc3ccc(F)cc3)CC(=O)N2Cc2ccccc2)cc1	1.3	0	-18	0	-0.8	0.4	/	18	2.2	16

Assay outcomes: PubChem BioAssay, several laboratories
